AHR act: AHR activators, primary screen, cell-based, luminescence, luciferase reporter, human | Aryl hydrocarbon receptor (Homo sapiens), P35869 | AHR-responsive luciferase reporter cells | activation, % at 5 µM | 2.5% of 320,000 active | AID 2796, 2010; in the data active = activation above about 47%;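 also: 0% = vehicle wells and 100% = reference agonist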
EBNA-1 inh: EBNA-1 DNA-binding inhibitors, primary screen, biochemical, fluorescence polarization. 0.34% of 300,000 active. AID 1950, 2009. inhibition, % at 14.8 µM; in the data active = inhibition above about 28%
ZTA DNA inh: blocks Epstein-Barr virus ZTA, an EBNA-1 counter-screen; inhibition, % at 11 µM; ZTA-DNA binding, fluorescence polarization; P03206; AID 2234; 0.15% of 320,000 active; in the data active = inhibition above about 33%
RPL19A TOR yeast: RPL19A-GFP expression modulators in yeast, primary screen, cell-based, S. cerevisiae, multiplex flow cytometry, MLPCN; S. cerevisiae RPL19A-GFP strain, 3 h; active compounds read low; percent response vs DMSO, % at 10 µM; 0.3% of 330,000 active; AID 2025, 2009;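 active = percent response vs DMSO below 50%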;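 also: median channel GFP fluorescence of the barcoded RPL19A-GFP strain; ratio of sample median GFP to plate DMSO average so 100% = DMSO; lower means less RPL19A-GFP as with rapamycin TOR inhibition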
procasp3 activ: activators of human procaspase-3 D3A mutant, primary screen, biochemical, absorbance, PC-3 D3A mutant, single concentration. AID 463141, 2010. 0.11% of 330,000 active. recombinant procaspase-3 D3A, Ac-DEVD-pNA absorbance 405 nm. activation, % at 8.5 µM;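 active = activation above the mean of all tested compounds plus 3 SD, cut at about 21% in these data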;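 also: 0% = DMSO alone and 100% = DMSO wells spiked with extra 5 µM PC-3 D3A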
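Test system: Procaspase-3 D3A mutant; medium: Zinc-free HEPES/NaCl buffer with 0.01% Triton X-100 at pH 7.4; reagent: DEVD-pNA substrate; doses: one concentration, 8.5 µM nominal, 0.8% DMSO; times: 1 h preincubation plus 2 h reaction at 25 °C; signal: Epi-absorbance at 405 nm of released p-nitroaniline, 0 and 120 min; replicates: singlicate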
LAP4 TOR yeast: modulators of LAP4-GFP expression in yeast, primary screen, S. cerevisiae, multiplex flow cytometry, MLPCN library; 3 h; median GFP as percent of DMSO wells; GFP response vs DMSO, % at 10 µM; 0.34% of 320,000 active; AID 2023, 2009;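 active = GFP response vs DMSO above a set limit, about the screen mean plus 3 SD, cut at about 150% in these data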
procasp7 counter: procaspase-7 activators, primary screen, counter-screen for procaspase-3 activator project, biochemical, absorbance, HTS, human | recombinant procaspase-7, Ac-DEVD-pNA absorbance 405 nm; D23A/D198A/D206A triple mutant, cannot self-cleave; scale: DMSO 0, 5 µM enzyme 100 | 0.093% of 330,000 active | activation, % at 8.5 µM;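 active = percent activation above the screen-wide mean plus 3 SD, cut at about 25% in these data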
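System: Procaspase-7 triple mutant (PC-7 D3A); measure: % activation from two-timepoint absorbance difference, scaled to controls; times: 1 h compound preincubation, 2 h substrate cleavage, 25 °C; also added: Ac-DEVD-pNA substrate, 400 µM as added; measured by: Epi-absorbance of released pNA at 405 nm, two timepoints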
MEP2 TOR yeast: modulators of MEP2-GFP levels in yeast, primary screen, S. cerevisiae, multiplex flow cytometry, MLPCN library; 0.51% of 330,000 active; S. cerevisiae MEP2-GFP strain, 3 h; 100% = DMSO control level; GFP response vs DMSO, % at 10 µM; AID 2016, 2009;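 active = GFP response versus DMSO above a set limit, roughly screen mean plus 3 SD, cut at about 180% in these data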;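 also: median GFP fluorescence of the barcode-gated MEP2-GFP cells per well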
An asterisk follows results filed as active; . = not tested or not shown; [ ] = another dose, or the depositor's remark. Compounds were not picked by outcome. Share with any hit: about 3.8%.

entry	Structure	AHR act	EBNA-1 inh	ZTA DNA inh	RPL19A TOR yeast	procasp3 activ	LAP4 TOR yeast	procasp7 counter	MEP2 TOR yeast
1	c1cc2c3c(cccc3c1)C(N1CCCCCC1)=N2	22	13	18	93	-5	94	-5	93
2	CC(NC(=S)NNS(=O)(=O)c1cccc([N+](=O)[O-])c1)c1ccccc1 (stereo not given)	1	7	1	108	6	97	0	117
3	Cc1cc(C)c(NC(=O)c2ccc(S(=O)(=O)N3CCOCC3)cc2)c(C)c1	-2	-1	-13	101	-1	103	4	102
4	CSc1ccc(Cl)c(C(=O)NCc2ccco2)c1	-2	6	0	105	-6	106	0	103
5	COc1ccc(NS(=O)(=O)c2ccc3c(c2)oc(=O)n3C)cc1Cl	-1	9	-9	102	-3	103	-4	105
6	Cc1cccc(NC(=O)C2COc3ccccc3O2)c1 (stereo not given)	0	17	-2	99	9	100	2	102
7	O=C(N/C(=C\c1cccc(Br)c1)C(=O)N1CCOCC1)c1ccco1	0	-3	-3	99	3	95	-1	97
8	CC(C)CNC(=O)CN(c1ccccc1)S(=O)(=O)c1ccccc1[N+](=O)[O-]	2	3	-6	103	2	95	-7	104
9	CCOC(=O)C1(Cc2ccccc2C)CCCN(C(=O)CSC)C1 (stereo not given)	-4	4	17	101	-3	96	4	103
10	CCOC(=O)c1ccccc1NC(=O)c1ccc(N(C)S(C)(=O)=O)cc1	2	1	-12	102	11	96	12	108
11	Cc1ccc(/C=C/C(=O)NC2CCCCCCC2)o1	7	-2	-3	101	-26	170*	-19	82
12	CC1CCCCC1NC(=O)CNC(=O)c1ccco1 (stereo not given)	1	-7	7	86	-8	94	-1	85
13	CSCCC(NS(=O)(=O)c1ccc(Cl)cc1)C(=O)OCc1cccc(Cl)c1 (stereo not given)	1	6	-7	99	5	96	12	97
14	COc1ccc(CN2CCOCC2)cc1OC	1	5	-10	94	6	93	5	98
15	CCc1ccc(S(=O)(=O)N2CCN(C(=O)C3CCN(C(C)=O)CC3)CC2)cc1	-3	3	-4	103	2	93	9	97
16	CC(Sc1ncc(C(F)(F)F)cc1Cl)C(=O)NC(N)=O (stereo not given)	3	-8	-8	102	5	98	2	101
17	Cc1cc(NS(=O)(=O)c2ccc(NC(=O)C(C)Oc3ccccc3Cl)cc2)no1 (stereo not given)	0	-13	-16	90	2	88	13	86
18	COc1ccc(CC(=O)NCCc2ccc(OC)c(OC)c2)cc1	0	13	17	106	6	91	6	101
19	O=c1cc(CN2CC(O)Cc3ccc4ccccc4c32)nc2sccn12 (stereo not given)	26	-11	16	103	0	99	3	102
20	CCCN1CCN(CCCNC(=O)CN2C(=O)C(CC)Oc3ccccc32)CC1 (stereo not given)	2	3	-1	103	1	95	9	99
21	CC(=O)NCCNc1nc2c(-c3cccc(C(F)(F)F)c3)nnn2c2ccccc12	13	13	26	100	2	97	6	102
22	NC(=O)C1Cc2ccccc2CN1S(=O)(=O)c1ccc(Cl)s1 (stereo not given)	0	7	-1	97	3	111	9	100
23	CCc1c(C(=O)NNC(=S)Nc2ccc(S(=O)(=O)Nc3ncccn3)cc2)csc1C	1	12	-5	109	-6	72	-2	103
24	COCCOC(=O)C1=C(C)NC2(O)c3ccccc3C(=O)C12O (stereo not given)	1	5	19	104	4	97	3	107

Part of the list above in order of count of non-hydrogen atoms, rising.
entry	Structure	AHR act	EBNA-1 inh	ZTA DNA inh	RPL19A TOR yeast	procasp3 activ	LAP4 TOR yeast	procasp7 counter	MEP2 TOR yeast
14	COc1ccc(CN2CCOCC2)cc1OC	1	5	-10	94	6	93	5	98
4	CSc1ccc(Cl)c(C(=O)NCc2ccco2)c1	-2	6	0	105	-6	106	0	103
11	Cc1ccc(/C=C/C(=O)NC2CCCCCCC2)o1	7	-2	-3	101	-26	170*	-19	82
16	CC(Sc1ncc(C(F)(F)F)cc1Cl)C(=O)NC(N)=O (stereo not given)	3	-8	-8	102	5	98	2	101
22	NC(=O)C1Cc2ccccc2CN1S(=O)(=O)c1ccc(Cl)s1 (stereo not given)	0	7	-1	97	3	111	9	100
24	COCCOC(=O)C1=C(C)NC2(O)c3ccccc3C(=O)C12O (stereo not given)	1	5	19	104	4	97	3	107
18	COc1ccc(CC(=O)NCCc2ccc(OC)c(OC)c2)cc1	0	13	17	106	6	91	6	101
7	O=C(N/C(=C\c1cccc(Br)c1)C(=O)N1CCOCC1)c1ccco1	0	-3	-3	99	3	95	-1	97
10	CCOC(=O)c1ccccc1NC(=O)c1ccc(N(C)S(C)(=O)=O)cc1	2	1	-12	102	11	96	12	108
13	CSCCC(NS(=O)(=O)c1ccc(Cl)cc1)C(=O)OCc1cccc(Cl)c1 (stereo not given)	1	6	-7	99	5	96	12	97
15	CCc1ccc(S(=O)(=O)N2CCN(C(=O)C3CCN(C(C)=O)CC3)CC2)cc1	-3	3	-4	103	2	93	9	97
17	Cc1cc(NS(=O)(=O)c2ccc(NC(=O)C(C)Oc3ccccc3Cl)cc2)no1 (stereo not given)	0	-13	-16	90	2	88	13	86
21	CC(=O)NCCNc1nc2c(-c3cccc(C(F)(F)F)c3)nnn2c2ccccc12	13	13	26	100	2	97	6	102
23	CCc1c(C(=O)NNC(=S)Nc2ccc(S(=O)(=O)Nc3ncccn3)cc2)csc1C	1	12	-5	109	-6	72	-2	103

Later entries:
entry	Structure	AHR act	EBNA-1 inh	ZTA DNA inh	RPL19A TOR yeast	procasp3 activ	LAP4 TOR yeast	procasp7 counter	MEP2 TOR yeast
25	C[C@H](NS(=O)(=O)c1ccc(Cl)cc1)C(=O)OCC(=O)N1CCOCC1	0	.	.	92	2	88	2	92
26	O=C(NCC1CCCO1)C(=O)NCC(c1ccco1)N1CCN(c2ccccc2F)CC1 (stereo not given)	-2	1	-4	105	-1	95	-2	103
27	COc1cc2ccccc2cc1C(=O)Nc1ccc(O)cc1	41	-8	4	92	7	83	10	107
28	Cc1ccc(NC(=O)c2ccc(OC(=O)COc3ccc(Cl)c(C)c3)cc2)cc1	16	1	7	101	-1	108	-1	108
29	CSc1nc(-c2ccccc2)nn1S(=O)(=O)c1ccccc1	-1	1	-10	79[may fluoresce violet]	4	97[may fluoresce violet]	-5	125[may fluoresce violet]
30	O=c1c2ccccc2nc(SCc2ccc([N+](=O)[O-])cc2)n1CCCO	6	0	-1	99	-9	92	-4	95
31	CC(C(=O)N1CCOCC1)N1C(=O)C2C3CC(C(Br)C3Br)C2C1=O (stereo not given)	-3	2	3	102	4	104	4	101
32	COc1cccc(S(=O)(=O)Nc2ccc(C(=O)N3CCCCCC3)cc2)c1	-1	7	8	101	9	102	1	100
33	CN(C(=O)Cn1cc(C(F)(F)F)ccc1=O)c1c(N)n(Cc2ccccc2)c(=O)[nH]c1=O	0	0	-1	105	-3	105	9	109
34	O=C(Nc1cccc(Cl)c1)c1ccc(Cn2cc(Cl)cn2)cc1	11	0	3	104	-2	116	4	100
35	COCCN(C(=O)C(C)C)c1nnc(-c2ccc(C)cc2)s1	2	3	12	99	5	118	-1	108
36	Cc1ccc(C(=O)Nc2nc(C)c(C(=O)Nc3ccc4c(c3)CCC4)s2)cc1	18	15	1	101	18	92	7	99
37	CC(C)CCCC(C)NC(=O)c1cc(S(=O)(=O)N2CCCCC2)ccc1N1CCOCC1 (stereo not given)	0	.	-4	105	-3	106	0	106
38	O/N=C1/CCSc2ccccc21	4	2	-3	97	0	91	6	114
39	N#Cc1c(N)nc2c(c1-c1ccncc1)CCCC2	1	1	0	109	-5	120	10	101
40	CCCCCCC1CC(CC(=O)Nc2ccc([N+](=O)[O-])cc2)C(=O)O1 (stereo not given)	3	-12	3	97	5	101	7	111
41	Cc1ccc(NC(=S)Nc2ccc(S(=O)(=O)Nc3ncccn3)cc2)c(C)c1	-4	10	11	100	4	110	4	99
42	Cc1ccc(C)c(OCCC(=O)N2CCN(S(=O)(=O)c3ccc([N+](=O)[O-])cc3)CC2)c1	0	.	13	96	1	103	-1	95
43	O=C(CSc1nc2ccccc2c(=O)n1-c1ccccc1Cl)NCC1CCCO1 (stereo not given)	0	.	-12	89	8	89	-3	97
44	CCCCC(=O)Nc1cc(C)c(NC(=O)c2cccs2)cn1	-2	-2	0	100	5	101	0	100
45	Cc1coc2c1c(C)cc1oc(=O)c(CC(=O)N[C@H](C(=O)O)C(C)C)c(C)c12	0	9	-2	103	-1	93	18	104
46	C#CCOCCOCCOCCNc1nc(N2CCN(C(=O)[C@H](CCCN=C(N)N)n3cc(C(N)[C@@H](C)CC)nn3)CC2)nc(N2CCN(C(=O)[C@H](CO)n3cc([C@@H](N)C(C)C)nn3)CC2)n1 (stereo not given in full)	-1	.	.	101	14	101	-1	102
47	COCCNC(=O)Cn1nc(C(F)(F)F)c(Br)c1C	2	-4	-14	105	1	105	-8	105
48	COC(=O)CCCNC(=O)c1ccc(S(=O)(=O)NCc2ccco2)cc1	-1	-5	-12	107	16	106	8	109
49	Cc1sc2nc(C(C)(C)C)oc(=O)c2c1C	0	6	6	104	4	107	5	104
50	CCn1cc(CCC(=O)NCc2ccccc2OC)c2ccccc21	15	-4	-13	100	4	101	-9	111
51	CCOC(=O)C1NN=C(C(=O)c2ccc(C)cc2)C1c1ccc(C)cc1 (stereo not given)	-1	-5	-12	103	-4	112	-8	106
52	O=C(Cc1ccc(-n2c(=O)c3sccc3n(CC(=O)Nc3ccccc3F)c2=O)cc1)NCc1ccco1	-1	-6	-5	105	-11	107	-8	109
53	Cc1cc(-c2ccccc2)n2ncc(-c3ccccc3)c2n1	57*	0	-10	102	-7	110	0	99
54	COc1ccc(S(=O)(=O)N(C)C[C@H]2Oc3c(NC(=O)Nc4c(C)noc4C)cccc3C(=O)N([C@H](C)CO)C[C@@H]2C)cc1	2	.	.	103	-1	86	3	98
55	Nc1nn2cc(-c3ccc(Br)cc3)nc2c2ccccc12	65*	4	2	85	-2	141	1	99
56	COCCN1C(=O)C(=O)/C(=C(/O)c2ccc(S(=O)(=O)N3CCCCC3)cc2)C1c1ccc(OC)c(OC)c1 (stereo not given)	2	9	-3	97	3	101	-20	95
57	Cc1nc(SCC(=O)NCc2ccco2)c2c(=O)n(C)c(=O)n(CC(C)C)c2n1	1	-4	5	122	11	105	4	101
58	COc1cccc(N2CCN(S(=O)(=O)c3c(C)[nH]c(C)c3C(=O)N3CCCCC3)CC2)c1	11	-7	6	100	-1	90	-1	89
59	Cc1nc2ncnn2c(C)c1CCC(=O)NC(C)c1ccc2c(c1)OCCO2 (stereo not given)	1	8	15	97	2	98	2	100
60	Cc1cc(C)nc(NNS(=O)(=O)c2ccc(Cl)cc2)n1	2	.	.	98	-19	101	-6	104

Screening data from PubChem BioAssay.
